Ba/F3 V617F tox – reduced viability of JAK2V617F-dependent Ba/F3 cells, primary screen, JAK2V617F inhibitor project, cell-based, Ba/F3 EpoR-JAK2V617F, luminescence | ATP luminescence | inhibition, % at 5.6 µM | 220,000 tested, 1.1% active;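 active means inhibition above the campaign mean plus 3 SD over all tested compounds, cut at about 24% in these data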;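 further: cytokine-independent growth of Ba/F3 cells driven by EpoR plus mutant JAK2; 0% = DMSO-treated cells and 100% = JAK inhibitor I control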
TRPN1 ag – zebrafish TRPN1 channel agonists, primary screen, cell-based, HEK293, calcium fluorescence; transient receptor potential cation channel N1 (TRPN1/NompC), Danio rerio; HEK293 zebrafish TRPN1-YFP, Fluo-8 calcium fluorescence; 100% = response to 87 µM carbachol; activation, % at 3 µM; 220,000 tested, 0.18% active; AID 1424, 2008;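 active means activation above its plate's cutoff, the mean activation of test wells on that plate plus 3 SD, cut at about 19% in these data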;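 further: 0% = DMSO alone and 100% = 87 µM carbachol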
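Material: zebrafish TRPN1-YFP in HEK293 cells; Doses: single test compound dose, 3 µM nominal, 0.3% DMSO; Timing: dye loading 1 h at 37 °C, then 30 min room temperature; Technique: intracellular calcium fluorescence with Fluo-8; Benchmarks: high carbachol 87 µM, low DMSO alone.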
S1P4 antag – S1P4 receptor antagonists, primary screen, cell-based; inhibition, % at 4.98 µM; S1P4-expressing cells, antagonist mode, reporter read-out; 220,000 tested, 0.26% active; Sphingosine 1-phosphate receptor 4 (Homo sapiens), O95977; in the data active means inhibition above about 29%;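 further: 0% = wells stimulated with agonist and 100% = vehicle wells without agonist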
BaF3 tox – parental Ba/F3 cell viability inhibition, counter-screen for JAK2V617F inhibitor project, murine pro-B, CellTiter-Glo luminescence | inhibition, % at 5.6 µM | CellTiter-Glo ATP luminescence | AID 1486, 2009 | 220,000 tested, 1.1% active;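 active means inhibition above a per-campaign cutoff, the mean inhibition of all tested compounds plus 3 SD, cut at about 27% in these data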;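 further: 0% = DMSO wells and 100% = JAK Inhibitor I control wells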
PERK inhibitor – block of dimerizer-induced PERK translation repression, primary screen, PERK inhibitor project, CHO PERK-DD cells, SEAP luminescence, HTS; Eukaryotic translation initiation factor 2-alpha kinase 3 (Homo sapiens), Q9NZJ5; CHO PERK-DD fusion, SEAP luminescence translation reporter; inhibition, % at 5.6 µM; 220,000 tested, 0.17% active; AID 1416, 2008;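 active means inhibition above the mean inhibition of all tested compounds plus 3 SD, set separately per screening campaign, cut at about 2.9% in these data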;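 further: PERK kinase domain activated by AP20187 dimerizer at 100 nM; 0% = DMSO with dimerizer and 100% = rapamycin at 8.4 µM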
EP2 modulator – EP2 receptor modulators, cAMP readout, primary screen, cell-based, HTRF cAMP, PGE2 stimulation. Prostaglandin E2 receptor EP2 subtype (Homo sapiens), P43116. EP2-expressing cells, cAMP HTRF FRET, PGE2 co-stimulation. induction, % at 25 µM. 260,000 tested, 0.83% active. AID 940, 2007;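 active means compounds whose cAMP rise, as percent of the full-agonist control response, exceeds 60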;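 further: rat C6 glioma line stably carrying human EP2 under a CMV promoter; the protocol text gives 20 µM as final concentration; 100% = response of wells given 1 µM PGE2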
Target sequence (P43116 whole entry, looked up): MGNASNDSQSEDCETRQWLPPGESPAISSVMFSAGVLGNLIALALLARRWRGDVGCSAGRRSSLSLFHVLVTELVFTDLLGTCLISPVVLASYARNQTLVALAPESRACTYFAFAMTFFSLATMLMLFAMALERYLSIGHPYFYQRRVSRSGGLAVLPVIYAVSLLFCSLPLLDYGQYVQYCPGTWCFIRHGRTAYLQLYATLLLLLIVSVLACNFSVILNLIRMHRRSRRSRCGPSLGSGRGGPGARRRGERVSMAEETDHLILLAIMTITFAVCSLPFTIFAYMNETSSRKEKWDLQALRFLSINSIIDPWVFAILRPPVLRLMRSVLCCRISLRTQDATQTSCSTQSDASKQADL
m-calpain inh – inhibitors of pig calpain II, primary screen, biochemical, fluorogenic peptide substrate, 1536-well. purified calpain II, 30 min. inhibition, % at 16 µM. 220,000 tested, 0.37% active;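 active means inhibition above about 50%, limit read from the data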
TRPML3 agonist – human TRPML3 channel agonists, primary screen, cell-based, HEK293 TRPML3-YFP, Fluo-8 calcium fluorescence, 3 µM. Mucolipin-3 (Homo sapiens), Q8TDD5. 100% = the carbachol control signal. activation, % at 3 µM. 220,000 tested, 0.29% active;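 active means activation above its plate's cutoff, the mean activation of the plate's test wells plus 3 SD, cut at about 12% in these data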;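 further: 0% = DMSO only wells and 100% = carbachol wells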
Target sequence (Q8TDD5 whole entry, looked up): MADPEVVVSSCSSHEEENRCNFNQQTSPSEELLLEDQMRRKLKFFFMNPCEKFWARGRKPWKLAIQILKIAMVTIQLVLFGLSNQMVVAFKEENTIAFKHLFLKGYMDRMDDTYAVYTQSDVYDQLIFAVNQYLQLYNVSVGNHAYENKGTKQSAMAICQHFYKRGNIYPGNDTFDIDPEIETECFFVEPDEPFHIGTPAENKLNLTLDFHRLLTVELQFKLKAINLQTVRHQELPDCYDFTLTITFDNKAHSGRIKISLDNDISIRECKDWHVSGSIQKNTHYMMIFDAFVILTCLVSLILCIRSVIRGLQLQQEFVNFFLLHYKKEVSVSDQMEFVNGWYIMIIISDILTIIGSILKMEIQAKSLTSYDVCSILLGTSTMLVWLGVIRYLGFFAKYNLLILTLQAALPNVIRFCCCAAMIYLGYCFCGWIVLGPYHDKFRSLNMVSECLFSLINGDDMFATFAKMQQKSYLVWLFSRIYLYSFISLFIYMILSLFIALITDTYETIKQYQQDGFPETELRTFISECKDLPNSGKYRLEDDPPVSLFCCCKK
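Material: TRPML3-YFP stable HEK293 cells | Dosing: One concentration, 3 µM nominal, 0.3% DMSO | Timing: 125 s total fluorescence read per well | Technique: Fluo-8 calcium dye fluorescence, ex 470-495, em 515-575 nm | Measure: Percent activation from peak-to-basal fluorescence ratio, scaled between DMSO and carbachol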
S1P4 ag – S1P4 receptor agonists, primary screen, cell-based; S1P4-expressing cell line, agonist reporter assay; activation, % at 4.98 µM; 220,000 tested, 0.35% active; AID 1509, 2009; in the data active means activation above about 11%;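 further: 0% = DMSO vehicle and 100% = reference agonist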
Starred values were filed as active, the others as inactive; i = inactive; & = joins results of further samples.

SMILES	Ba/F3 V617F tox	TRPN1 ag	S1P4 antag	BaF3 tox	PERK inhibitor	EP2 modulator	m-calpain inh	TRPML3 agonist	S1P4 ag
O=C(COC(=O)COc1ccc(Cl)cc1Br)NCc1cccs1	3	-2.6	-3	3	-0.3	1	33	-0.2	0.0
CC1CCCC(=C\c2ccccc2)/C1=N/O (centres undefined)	1	-1.2	-8	6	0.8	28	0	0.3	0.1
COC(=O)C1=C(O)C(C(=O)OC)C(c2ccc(C)cc2)C(C#N)(C#N)C1c1ccc(C)cc1 (centres undefined)	-1	-2.2	-27	3	1.3	14	-110	0.9	0.2
Cn1c(Cn2nnc3ccccc32)nnc1SCC(=O)N1c2ccccc2Sc2ccccc21	1	-0.1	2	4	-1.2	7&-24	17	0.2	-0.4
COc1ccc(CCNC(=O)C(C)Sc2ccccc2)cc1OC (centres undefined)	-2	-0.1	-17	6	-0.2	-6	-13	0.3	-0.3
Cc1cc(C(=O)N/N=C/c2ccc([N+](=O)[O-])cc2)c(C)o1	-2	-0.7	-23	1	0.1	10	-10	-0.3	-0.9
CCN(Cc1cnn(C)c1)Cc1nc(C2(c3ccc(C)cc3)CCCC2)no1	1	-0.3	-1	3	0.4	14	12	0.0	-0.6
CC(=O)N1/C(=C/c2ccc(N(C)C)cc2)C(=O)c2ccccc21	2	-1.3	30*	-8	-0.2	-54	-18	-0.4	-3.9
COC(=O)C(NC(C)=O)(Nc1nc2c(s1)CCCC2)C(F)(F)F (centres undefined)	-1	2.0	0	9	0.3	9	-8	1.0	-0.9
O=C1OCCC1Sc1nnc(-c2cccc(Br)c2)o1 (centres undefined)	-2	-0.9	-19	3	0.4	27	34	1.0	1.3
Cc1ccc(C(=O)/C=C/c2c(C)nn(-c3ccccc3)c2Cl)cc1	4	-0.4	12	5	-1.0	9	-8	0.4	-3.6
CN(C)/C=C1/C(=O)N(c2ccc([N+](=O)[O-])cc2)N=C1c1ccccc1	3	-0.1	-2	6	0.4	4	10	0.3	0.9
CC(C)COP(=O)(c1ccc(N(C)C)cc1)C(Nc1ccccc1)c1cccnc1 (centres undefined)	-2	-0.7	-4	6	-0.5	18	-7	0.0	2.1
Cc1ccc(C)c(NC(=O)Cn2c(=O)n(-c3ccc(CC(=O)NCC4CCCO4)cc3)c(=O)c3ccccc32)c1 (centres undefined)	-1	1.4	-21	9	0.8	22	-85	-0.1	1.9
CC(c1ccco1)N(C(=O)c1ccc(C#N)cc1)c1ccccn1 (centres undefined)	1	0.1	3	4	0.1	8	-46	0.4	-1.7

Next section, starting with the last 3 of the part before.
SMILES	Ba/F3 V617F tox	TRPN1 ag	S1P4 antag	BaF3 tox	PERK inhibitor	EP2 modulator	m-calpain inh	TRPML3 agonist	S1P4 ag
CC(C)COP(=O)(c1ccc(N(C)C)cc1)C(Nc1ccccc1)c1cccnc1 (centres undefined)	-2	-0.7	-4	6	-0.5	18	-7	0.0	2.1
Cc1ccc(C)c(NC(=O)Cn2c(=O)n(-c3ccc(CC(=O)NCC4CCCO4)cc3)c(=O)c3ccccc32)c1 (centres undefined)	-1	1.4	-21	9	0.8	22	-85	-0.1	1.9
CC(c1ccco1)N(C(=O)c1ccc(C#N)cc1)c1ccccn1 (centres undefined)	1	0.1	3	4	0.1	8	-46	0.4	-1.7
COC(=O)c1ccc(/C=N/N2CCN(Cc3ccccc3Cl)CC2)cc1	1	0.8	5	-2	1.1	-22	8	0.6	1.2
O=[N+]([O-])c1cccc(-c2cn(-c3ccccc3)c(=S)[nH]2)c1	-4	-2.0	-1	1	0.3	-42	-1	-0.9	-0.7
COc1cccc(NC(=S)NNC(=O)Cn2nc(C(F)F)cc2C(F)F)c1	-1	1.3	-3	3	0.3	3	23	1.1	-0.4
Cc1cc(C)c2c(c1)/C(=C/C(=O)c1ccc(Br)s1)C(=O)N2	1	0.1	18	4	-0.6	20	-9	1.6	-0.8
COc1cccc(CN(Cc2ccccc2F)S(=O)(=O)c2ccc(S(=O)(=O)NCc3ccccc3)cc2)c1	0	0.0	-13	6	0.2	29	5	0.0	0.2
O=C(NCCc1ccccc1)c1ccc(CS(=O)(=O)Cc2ccccc2F)o1	5	0.4	-8	7	-1.1	1	-73	0.7	0.8
COc1cc(CN2C(=O)C(NC(=O)c3ccco3)(C(F)(F)F)C3=C2CC(C)(C)CC3=O)cc(OC)c1 (centres undefined)	4	-1.2	3	6	-1.5	29	-23	-0.4	3.0
CCSc1nnc(NC(=O)CCc2ccccc2)s1	0	-0.6	-11	0	1.2	9	-15	0.5	2.1
O=C(c1cccc(Cl)c1)N1CCC(N2CCC(C(=O)N3CCOCC3)CC2)CC1	-3	0.7	5	1	0.9	-10	-28	0.1	0.9
O=C(Nc1ccccc1)NN1CC(=O)N(c2ccc(Cl)cc2)CC1=O	1	1.1	-11	0	0.6	-13	-24	0.5	-2.4
CCCCn1c(-c2ccc(Cl)cc2)nc2c(=O)n(C)c(=O)[nH]c21	3	0.9	0	7	2.0	16	-208	0.2	-0.9
COc1ccc(C(=O)N/N=C/c2sc3ccccc3c2O)cc1	1	3.8	8	7	0.8	-19	-20	1.0	0.7
COc1ccc(OC)c(/C=N/NC(=O)Cc2nc3ccccc3[nH]2)c1	5	0.6	-27	10	-0.7	-34	i	0.5	12*
Cc1cc(C)c(OCCCCN2CCC(C)CC2)c(Br)c1	4	-0.3	8	9	-0.4	-4	-19	0.3	-0.6
N#CCSc1nc2c(cc1C#N)CCCCCC2	-4	-1.3	2	7	1.1	13	-115	-0.2	-0.6
COc1ccc(Cn2c(-c3ccco3)nc3oc4ccccc4c(=O)c3c2=O)cc1	-3	0.0	8	3	1.0	10	-30	0.6	-0.7
COc1cc(NC(=O)C2CCCC2)c(OC)cc1Cl	3	-1.9	-26	-3	-0.2	9	-43	-0.9	-0.2
CCCCOC(=O)Nc1nnc(-c2ccccc2OC)s1	0	0.5	-16	3	0.1	3	-21	0.7	-0.1
CN(C)c1ccc(C(=S)N2CCN(c3ccc([N+](=O)[O-])cc3)CC2)cc1	-1	-1.0	-9	-4	-0.8	-31	21	0.0	0.2
COCCOC(=O)C1=C(C)NC2(O)c3ccccc3C(=O)C12O (centres undefined)	2	2.5	1	7	0.8	17	-26	1.1	-1.4
CC1(C)Cc2cccc(Oc3ccc(S(=O)(=O)N4CCCCC4)cn3)c2O1	2	-1.7	6	6	0.5	-2	0	20*	0.3
CCN(CC)S(=O)(=O)N1CCC(C(=O)NCc2ccc3c(c2)OCO3)CC1	-1	0.4	-6	2	-0.5	8	-2	0.5	2.8
Cc1c(Cl)cccc1N1C(=O)c2ccccc2C1=O	1	-1.6	-12	3	0.5	8	23	-0.9	-0.7
Cc1cc(C(=O)Nc2ccccc2N2CCOCC2)ccc1[N+](=O)[O-]	-4	-0.6	-12	3	0.0	14	0	0.4	2.1
Cc1cc(C(=O)Cn2nnc3ccccc3c2=O)c(C)n1-c1ccccc1F	46*	-0.4	-1	52*	-1.1	11	31	-0.7	-1.4
Cc1cccc(S(=O)(=O)Nc2nc3ccccc3nc2Nc2ccc3c(c2)OCO3)c1	1	0.7	-4	10	0.6	-16	26	0.9	-0.9
Nc1nnc(SCC(=O)N2CCc3ccccc3C2)s1	0	-1.1	-25	1	0.1	11	-10	0.7	-0.2
COc1ccccc1NC(=O)Cc1noc(CSc2n[nH]c(N)n2)n1	4	0.2	-4	3	-0.1	20	13	1.0	-0.1
CCCCOc1ccc(C(=O)Nc2ccc(N3CCN(C(=O)C(C)C)CC3)cc2)cc1	2	-0.8	-12	5	0.1	24	-12	0.5	-0.3
C=CCn1c(SCC(=O)Nc2cc(C)on2)nc2sc(CC)cc2c1=O	0	-1.0	-17	5	-1.4	-19	19	0.3	-1.7
Fc1ccccc1NC(=S)N(CCN1CCCCC1)Cc1ccco1	3	-0.8	-26	3	-0.7	24	-7	0.7	0.7
O=C(C1CCN(CCCc2ccccc2)CC1)N(CCc1ccccc1)Cc1ccccc1	-2	-1.1	5	5	-1.5	33	-1	0.9	0.1
CCCNC(=O)C(=O)N/N=C/c1ccc(OCc2ccccc2)cc1	-2	-1.3	7	-1	1.4	26	-15	0.8	-1.2
O=C(NCc1ccc2c(c1)OCO2)NC12CC3CC(CC(C3)C1)C2	-5	-2.8	-19	0	0.1	-31	-3	-0.4	1.1
Cc1ccc(C2C(C(=O)O)c3ccccc3C(=O)N2C)c(C)c1 (centres undefined)	2	1.2	-9	2	0.3	33	2	1.6	0.2
CC1=C/C(=C\C=C(C#N)C#N)N(C)c2ccccc21	2	27*	11	1	0.2	-29	27	17*	-0.3
O=C(OCC(=O)c1ccc(Cl)cc1Cl)c1ccc2c(c1)C(=O)N(c1cccc3ncccc13)C2=O	0	0.6	-8	4	1.2	-1	-48	0.7	1.3
O=C(Cn1nnc(-c2ccccc2)n1)N/N=C/c1cccc([N+](=O)[O-])c1O	-1	1.1	8	3	0.1	-80	-15	0.3	0.6
O=C(N/N=C/c1ccccc1OCC(=O)N1CCCC1)C(=O)Nc1ccccc1F	-1	1.8	-16	2	0.2	8	-1	0.8	-1.7
CC(C)=C(NC(=O)c1ccccc1)C(=O)N/N=C(\C)c1ccccc1O	1	-0.9	8	9	0.3	13	21	-0.3	-4.2
COc1ccc(NC(=S)NCCCN2CCCC2)cc1	-1	0.7	5	8	0.2	5	8	0.8	2.1
CCO[C@@H]1OC(C(=O)NC2CC2)=C[C@H](c2ccc3c(c2)OCO3)[C@H]1CCCO	-1	1.5	13	-3	0.7	-8	-3	0.2	0.2
Cc1cc2nc(C3CCN(Cc4nnnn4Cc4ccccc4)CC3)[nH]c2cc1C	72*	-3.4	-24	68*	-1.2	2	-32	-1.6	-1.5
COc1cc(C2C(C(=O)c3ccc(C)o3)=C(O)C(=O)N2c2cc(C)on2)cc(Br)c1O (centres undefined)	0	4.5	1	6	0.1	25	-279	2.3	-0.4
Cc1ccc(C)c(SCC(=O)Nc2nnc(-c3ccccc3)o2)c1	-1	-0.3	2	4	1.6	6	23	0.2	-2.2
OC(COc1ccc(OCC(O)CN2CCCCCC2)cc1)CN1CCCCCC1 (centres undefined)	1	1.0	-17	5	-0.1	-28	16	-0.1	-4.9
COc1ccc(S(=O)(=O)n2nc(OC(=O)c3c(-c4ccccc4Cl)noc3C)cc2N)cc1	0	1.2	2	2	0.4	-1	16	0.7	2.7
CC(C)CN(C(=O)CN1CCN(c2ccc([N+](=O)[O-])cc2)CC1)c1c(N)n(CC(C)C)c(=O)[nH]c1=O	-2	-0.7	-25	6	0.9	7	30	-0.5	2.7

Compound activity from PubChem.
